MOR-DOR ag: OPRM1-OPRD1 heterodimerization agonism. P35372+P41143. activation, % at 9.3 µM. cells, luminescence. 0.3% of 340,000 active; in the data active = activation above about 18%;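 also: 0% = vehicle-treated cells and 100% = reference agonist; values of inactives mirror those of a sister screen read the other way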
PKA-R1A activ: activates the PKA-R1A holoenzyme complex; P00514+P68181; 0.083% of 340,000 active; AID 504707; PKA-R1A dissociation, Cy5-IP20 fluorescence polarization; scaled: DMSO 0%, 113 µM cGMP 100%; activation, % at 11.4 µM;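 active = percent activation above the mean of all tested compounds plus 3 SD, cut at about 19% in these data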;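 also: higher means more PKAc released from R1A so a rise in polarization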
AddAB inh: less growth of phage-infected E. coli with AddAB; E. coli expressing H. pylori AddAB, absorbance growth; inhibition, % at 11.9 µM; 0.29% of 330,000 active; AID 435030; in the data active = inhibition above about 12%;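 also: 0% = vehicle wells of infected cells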
PKA-R2B act: PKA-R2B complex activation | 0.079% of 340,000 active | P22694+P31323 | PKA-R2B holoenzyme dissociation, Cy5-IP20 fluorescence polarization; R2B truncated from residue 108, S112A mutant; 0% DMSO only, 100% 113 µM cGMP | activation, % at 11.4 µM;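 active = activation above a cutoff set at the mean over all compounds plus 3 SD, cut at about 18% in these data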;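 also: higher means more holoenzyme dissociation and a rise in polarization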
Target sequence (P31323 whole entry, looked up, other chains not shown, the tested form may be a part): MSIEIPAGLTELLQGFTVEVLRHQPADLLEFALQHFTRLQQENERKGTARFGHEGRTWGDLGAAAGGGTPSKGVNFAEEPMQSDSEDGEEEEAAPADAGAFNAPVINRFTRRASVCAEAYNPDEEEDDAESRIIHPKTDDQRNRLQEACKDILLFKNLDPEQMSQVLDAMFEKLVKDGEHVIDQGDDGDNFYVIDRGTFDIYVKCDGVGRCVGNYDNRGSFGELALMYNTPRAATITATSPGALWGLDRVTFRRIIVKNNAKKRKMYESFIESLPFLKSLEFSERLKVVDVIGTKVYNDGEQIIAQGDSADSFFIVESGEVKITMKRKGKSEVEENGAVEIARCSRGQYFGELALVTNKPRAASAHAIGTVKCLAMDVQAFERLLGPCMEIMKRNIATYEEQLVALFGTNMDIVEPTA
Ecoli viability: counter-screen for AddAB inhibitors: E. coli growth inhibition; E. coli V3065 growth, OD600 absorbance, 18 h; inhibition, % at 11.9 µM; 0.27% of 330,000 active;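 active = inhibition above the campaign's mean inhibition across all tested compounds plus 3 SD, cut at about 9.9% in these data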;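 also: uninfected addAB+ strain grown without phage in ampicillin broth; 0% = DMSO wells and 100% = ciprofloxacin 0.95 µg/ml wells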
Tat transport: inhibitors of E. coli Tat protein transport; E. coli MC4100 TorA-mCherry Tat export, fluorescence; inhibition, % at 10 µM; 0.036% of 340,000 active; AID 488895;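 active = mean replicate inhibition at least 50% and at least half of replicates individually reaching 50%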;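 also: exported cargo escapes ClpAP degradation while cytoplasmic cargo is degraded and loses fluorescence; 0% = median of neutral control wells and 100% = median of NaSCN control wells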
PfHsp90 set2: reduces growth (ATP signal) of yeast expressing P. falciparum Hsp90 | S. cerevisiae expressing PfHsp90, BacTiter-Glo ATP, 48 h; yeast lacking PDR1 and PDR3 efflux regulators | inhibition, % at 9.4 µM | 0.32% of 310,000 active | AID 504621;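 active = every replicate shows inhibition above about 80%, whatever the replicate mean, limit read from the data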;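 also: 0% = DMSO neutral controls and 100% = 20 µM radicicol positive controls; yeast relying on Plasmodium falciparum Hsp90 in place of its own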
phage Ecoli inh: E. coli growth loss with phage present | growth absorbance | inhibition, % at 11.9 µM | 0.26% of 360,000 active | AID 651602; in the data active = inhibition above about 11%
OPRM1-OPRD1 inv: mu-delta opioid heterodimer inverse agonism. P35372+P41143. cell-based MOR-DOR heterodimer luminescence. inhibition, % at 9.3 µM. 0.21% of 340,000 active; in the data active = inhibition above about 22%, passing the limit was not always enough;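 also: 0% = cells with DMSO and 100% = wells without cells with DMSO; values of inactives mirror those of a sister screen read the other way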
HTR5A inv ctr: counter-screen for OPRM1-OPRD1 inverse agonists: human HTR5A inverse agonism; P47898; HTR5A cell line, luminescence; 0.083% of 340,000 active; inhibition, % at 9.3 µM; AID 504634; in the data active = inhibition mostly above about 23%, no sharp cut-off; inactive = mostly below about 18%;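 also: 0% = cells with DMSO and 100% = no-cell wells with DMSO; some compounds called inactive have numbers as strong as hits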
Target sequence (P47898 whole entry, looked up): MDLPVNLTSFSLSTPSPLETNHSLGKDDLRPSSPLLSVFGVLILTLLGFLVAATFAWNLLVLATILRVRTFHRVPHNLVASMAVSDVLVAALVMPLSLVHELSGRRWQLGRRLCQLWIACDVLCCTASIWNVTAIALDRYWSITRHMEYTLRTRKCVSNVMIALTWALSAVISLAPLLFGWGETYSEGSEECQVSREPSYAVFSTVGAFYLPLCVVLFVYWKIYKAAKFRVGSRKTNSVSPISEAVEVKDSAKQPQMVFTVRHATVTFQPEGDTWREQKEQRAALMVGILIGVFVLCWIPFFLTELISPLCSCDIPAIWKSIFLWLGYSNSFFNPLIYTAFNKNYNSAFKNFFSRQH
SUMO Mot1 rescue: inhibitors of SUMOylation pathway: yeast Mot1-301 growth rescue; S. cerevisiae Mot1-301 growth rescue, ATP luminescence, 38.5C; percent above DMSO median, 100 means doubled; growth rescue, % at 18.8 µM; 1% of 320,000 active; AID 2716;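 active = every valid replicate shows activation above 250% relative to neutral control wells; inactive = the rest, any valid replicate at or below 250%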;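 also: OY570 slx delta 5 strain wells were the positive control but not used for scaling; some compounds called inactive have numbers as strong as hits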
Active calls of the source: *; i = inactive; / = no result given.

Every second line gives: MOR-DOR ag | PKA-R1A activ | AddAB inh | PKA-R2B act | Ecoli viability | Tat transport | PfHsp90 set2 | phage Ecoli inh | OPRM1-OPRD1 inv | HTR5A inv ctr | SUMO Mot1 rescue
C(=N\N=C\c1ccccc1)/c1ccccc1
 : 0.5 | -0.1 | 4.2 | 3.9 | -1.2 | 5.3 | 2.8 | 3.2 | -2.1 | -0.3 | 216.1
Cc1[nH]n(-c2ccccc2)c(=O)c1S(=O)(=O)c1ccccc1
 : -0.7 | 3.9 | 0.1 | -7.3 | -3.6 | -2.3 | 2.3 | 0.3 | 3.8 | 3.1 | 278.8
COc1ccc(CNC(=O)CN2C(=O)C3C4C=CC(C4)C3C2=O)cc1 (stereo not drawn)
 : -0.3 | 3.0 | 4.4 | -4.0 | -0.6 | -15.5 | -1.3 | 2.1 | 2.1 | -2.6 | 11.0
O=C(C1=C[C@@H](c2ccc(Br)cc2)C[C@@H](OCCCCO)O1)N1CCOCC1
 : -0.1 | 2.5 | 4.2 | -7.8 | -0.3 | 1.7 | 4.6 | 0.5 | 0.4 | -17.3 | 9.8
CC(CN1CCCCC1)OC(=O)c1ccccc1Cl (stereo not drawn)
 : -1.6 | 6.1 | 3.5 | 7.5 | 2.2 | -8.2 | -11.4 | 3.8 | 9.7 | -10.6 | 0.5
FC(F)(F)c1cccc(CNC2CCN(Cc3ccccc3)CC2)c1
 : 0.2 | -0.5 | 3.1 | -0.3 | 2.1 | 1.8 | 9.5 | 2.1 | -0.8 | -12.1 | 88.0
CC1CCN(CCNC(=O)C2CCCN(c3ncnc4c3nc3n4CCCCC3)C2)CC1 (stereo not drawn)
 : 0.0 | -2.3 | 4.1 | -0.8 | 0.4 | -15.5 | 5.0 | 0.0 | 0.2 | -39.5 | 9.0
COc1cccc(C2NC(CC(C)C)(C(=O)O)C3C(=O)N(Cc4ccccc4)C(=O)C23)c1O (stereo not drawn)
 : 0.4 | 1.3 | 4.2 | 8.3 | 0.9 | -2.8 | -29.2 | 2.3 | -1.8 | -17.4 | -6.2
O=C(c1cc(COc2ccc(F)cc2Cl)on1)N1CCN(C2CCCCC2)C(=O)C1
 : -0.2 | -0.5 | -0.2 | -3.1 | -1.9 | 0.5 | -18.8 | 2.3 | 0.6 | 16.4 | -12.1
CCN(CC(=O)NCc1ccc(Cl)cc1)C(=O)c1cc2ccccc2o1
 : -1.8 | -5.1 | 2.2 | -0.1 | -0.6 | 0.9 | 9.4 | 1.2 | 11.4 | -20.8 | i
Nc1nc(Cl)cc(Oc2ccc([N+](=O)[O-])cc2)n1
 : 1.2 | -9.9 | -1.1 | -11.1 | -0.5 | -3.3 | 11.0 | -0.1 | -6.0 | 2.6 | 3.1
Cc1ccc(-c2ocnc2C(=O)Nc2nc(C)cs2)cc1
 : 4.0 | 0.8 | -2.0 | -0.3 | -0.4 | 6.7 | -19.5 | -4.3 | -20.1 | -20.6 | 24.4
CCOc1ccc(Cl)cc1S(=O)(=O)N1CCC(C(=O)NCC2CCCO2)CC1 (stereo not drawn)
 : -0.5 | 9.4 | 2.3 | -11.9 | -0.4 | -3.7 | 6.3 | 2.2 | 3.2 | -19.7 | -7.7
COc1ccc(C2C(C(=O)NCC3CCCO3)CCC(=O)N2c2ccc3c(c2)OCO3)cc1 (stereo not drawn)
 : -2.3 | 0.8 | 4.1 | -14.3 | 1.1 | -1.9 | -9.3 | 0.1 | 13.0 | 7.0 | 4.1
CCCC(=O)Nc1nnc(-c2ccc(Cl)s2)o1
 : -2.2 | -4.8 | -0.5 | -0.4 | -4.5 | 7.5 | 1.0 | -2.5 | 11.6 | -24.7 | 310.0
Cc1ccc(Cl)cc1NC(=O)COC(=O)c1ccccc1O
 : -2.9 | -13.7 | 0.7 | -3.2 | -1.1 | -4.2 | -2.1 | 1.4 | 15.5 | -9.1 | -4.9
C=CCOc1ccc2nnc(C)n2n1
 : 0.8 | -9.6 | 2.1 | -5.8 | -0.4 | -5.9 | -1.1 | 3.2 | -5.3 | 2.8 | -15.2
O=c1c2ccccc2ncn1CCCSc1ccccc1
 : -0.2 | 2.8 | -0.4 | -4.3 | -0.4 | -2.9 | 6.0 | 2.9 | 0.9 | -17.9 | -0.9
COc1ccc(C(=O)Oc2cc(/C=N/NS(=O)(=O)c3ccc(C)cc3)ccc2OC)cc1
 : 0.2 | -14.6 | 5.1 | -6.9 | 0.9 | 0.4 | -12.7 | 3.4 | -0.9 | -19.2 | -8.7
CCOC(=O)c1cc(-c2ccccc2)n(CC(=O)Nc2ccc(OC)cc2)c1C
 : -2.3 | -2.4 | 0.8 | -11.5 | -0.8 | -12.1 | 26.3 | 1.5 | 11.9 | -6.0 | 9.7

(further entries)
Every second line gives: MOR-DOR ag | PKA-R1A activ | AddAB inh | PKA-R2B act | Ecoli viability | Tat transport | PfHsp90 set2 | phage Ecoli inh | OPRM1-OPRD1 inv | HTR5A inv ctr | SUMO Mot1 rescue
CC(C(=O)NC1CCCCC1)N1C(=O)c2cccc3cccc1c23 (stereo not drawn)
 : -0.9 | -11.6 | / | -1.9 | / | -3.9 | 2.1 | 0.5 | 6.4 | -15.2 | 16.0
COc1ccccc1CNC(=O)C(C)NS(=O)(=O)c1ccc(C)cc1 (stereo not drawn)
 : -1.6 | -10.6 | 2.0 | -4.1 | 1.1 | 2.0 | / | -0.5 | 8.4 | -22.3 | -14.5
COc1ccc(-c2c3c(nc4sc(C(=O)Nc5cc(C)on5)c(N)c24)CCC3)cc1
 : -1.7 | 10.2 | 0.1 | -1.7 | -3.5 | 1.2 | 6.3 | 0.7 | 10.8 | 4.7 | -5.9
CN1CCN(C(=O)c2cc3nc(-c4ccc(F)cc4)cc(C(F)(F)F)n3n2)CC1
 : -0.8 | 2.2 | 1.6 | 1.7 | 0.1 | -2.5 | 19.6 | 0.4 | 3.6 | -9.0 | -3.4
CCC(C)c1ccccc1NC(=O)c1[nH]c(C)c(C(C)=O)c1C (stereo not drawn)
 : -1.8 | -9.6 | 3.2 | 4.9 | -0.4 | -19.5 | 3.4 | 4.7 | 11.5 | -13.4 | -18.7
COc1ccc(-c2sc3cc(OC)c(OC)cc3c2C#CC(C)(C)O)cc1
 : 0.6 | -4.5 | -0.1 | -3.2 | -1.1 | -0.1 | -9.1 | -0.4 | -3.1 | 4.5 | -2.3
CC1CCc2c(C(=O)Nc3ccccn3)csc2C1 (stereo not drawn)
 : 5.1 | 3.3 | 0.2 | 10.3 | 0.2 | -2.1 | 8.5 | 0.1 | -27.2 | 12.7 | 0.2
CC(=O)Nc1ccc(SCC(=O)O)cc1
 : -1.5 | -0.2 | 3.4 | -6.4 | 0.7 | -3.4 | -11.7 | 1.7 | 7.9 | -20.0 | 50.0
COCCCn1c(SCC(=O)Nc2nnc(C)s2)nnc1-c1ccoc1C
 : -2.8 | 5.4 | -0.1 | -4.1 | -4.6 | -1.7 | 4.4 | 1.6 | 16.2 | -31.6 | -5.2
CC(=O)Nc1cc(S(=O)(=O)Nc2ccccc2C)c(C)cc1C
 : 2.2 | 10.0 | 0.5 | 5.0 | -2.4 | -1.7 | 13.1 | 1.8 | -9.8 | 1.0 | -5.1
Cc1ccc(C(=O)O)cc1NC(=O)CCc1ccccc1
 : -2.3 | -6.6 | 1.8 | -7.8 | 1.3 | 5.0 | 26.4 | 3.8 | 11.6 | -9.1 | -3.4
CC/C(C)=C1\SC(N2CCN(C(C)=O)CC2)=NC1=O
 : -0.5 | -1.3 | -2.7 | -2.9 | 0.7 | -7.0 | -3.9 | 3.6 | 3.0 | -25.9 | 32.3
O=S(=O)(c1ccc2ccccc2c1)n1cnc2ccccc21
 : -1.9 | 8.8 | -2.0 | 1.5 | 0.8 | -6.3 | -4.1 | -1.5 | 10.9 | 3.4 | -17.0
COc1ccc(-c2nc3ccccc3c(=O)n2N)cc1
 : -3.7 | -1.9 | 1.8 | 1.0 | 2.9 | -5.8 | -0.1 | 1.7 | 15.9 | -4.6 | 3.0
O=C(CSc1nc2ccccc2o1)N/N=C/c1ccc(C(=O)O)cc1
 : -0.9 | -1.6 | 1.6 | 4.2 | -0.4 | -1.7 | -18.5 | 1.5 | 4.5 | 3.7 | -11.5
C[C@H](CO)N1C[C@H](C)[C@@H](CN(C)Cc2ccc(C(=O)O)cc2)Oc2c(cccc2N(C)C)C1=O
 : -1.8 | -7.3 | 3.2 | -1.7 | 1.0 | -5.1 | -45.9 | 2.5 | 9.9 | -11.4 | 1.3
COc1ccccc1N1C(=O)CC(N(O)c2ccccc2)C1=O (stereo not drawn)
 : -1.0 | 5.8 | -0.6 | 3.4 | 1.7 | -3.1 | -10.6 | 0.9 | 5.3 | -12.6 | -7.5
Nc1nc(-c2ccccc2)c(CCCNc2ccccc2)c(=O)[nH]1
 : -2.5 | 1.7 | / | -4.1 | / | 5.4 | / | 0.5 | 13.3 | 4.2 | /
CCN(CC)c1nc(N)c(C#N)c(CC#N)c1C#N
 : -0.6 | -4.7 | 0.9 | -1.2 | -0.3 | 2.9 | 29.0 | 3.0 | 3.8 | 5.2 | -3.1
CCN(Cc1cnn(C)c1)Cc1nc(Cc2ccccc2Cl)no1
 : -1.4 | 1.8 | 1.4 | 8.8 | 0.1 | 7.3 | 0.3 | 0.9 | 6.5 | -1.6 | -16.6

Continued.
Every second line gives: MOR-DOR ag | PKA-R1A activ | AddAB inh | PKA-R2B act | Ecoli viability | Tat transport | PfHsp90 set2 | phage Ecoli inh | OPRM1-OPRD1 inv | HTR5A inv ctr | SUMO Mot1 rescue
COc1ccccc1NC(=O)c1cc(=O)[nH]c2ccccc12
 : -0.9 | -1.8 | 1.0 | 5.0 | -0.6 | -7.5 | 12.8 | 0.2 | 4.3 | -12.1 | -16.2
COc1cccc(OC)c1OCCCN1CCOCC1
 : -2.6 | -4.8 | 3.8 | 1.4 | 0.9 | -0.1 | -7.5 | 0.4 | 12.8 | -4.2 | 5.7
Cc1ccc(NC(=O)C2(c3ccccc3)CC2(Cl)Cl)cc1C (stereo not drawn)
 : 3.8 | 2.4 | 1.6 | 5.7 | 1.9 | 5.6 | -1.3 | 4.3 | -23.8 | -0.8 | -16.4
CC(C)(C)c1cc(CN(CCO)CCO)c(O)c(C(C)(C)C)c1
 : 0.8 | -1.6 | 2.2 | 0.2 | 2.9 | -1.1 | -11.1 | 0.5 | -4.4 | -2.6 | 7.8
O=c1c2cnn(-c3ccccc3)c2nc(-c2cccs2)n1-c1ccc(Cl)cc1
 : -1.5 | 10.6 | 4.7 | 2.7 | -2.0 | -6.3 | 1.1 | 3.6 | 8.8 | 1.3 | -3.7
COc1ccc(C(=O)CCc2ccccc2)c(O)c1
 : 1.9 | 1.2 | 1.4 | 3.0 | -0.5 | -0.7 | -30.5 | 1.5 | -10.1 | 10.5 | -6.5
Cc1nc(SCC(=O)N2CCOCC2)c2ccsc2n1
 : -2.3 | 3.1 | 0.5 | -1.6 | 0.5 | 0.0 | -18.6 | 1.1 | 9.8 | -3.6 | 231.2
COc1cccc(C2=Nn3c(nnc3-c3ccccc3O)SC2)c1
 : 3.5 | -8.5 | 2.0 | -5.8 | 1.3 | -9.5 | -22.1 | 1.8 | -22.0 | -15.7 | -7.7

Bioassay records deposited in PubChem by several laboratories.
